Source: PubChem BioAssay (several laboratories)
zfTRPN1 agonist: zebrafish TRPN1 (NompC) channel agonism | activation, % at 3 µM | HEK293 zebrafish TRPN1-YFP, Fluo-8 calcium fluorescence; 100% = response to 87 µM carbachol | 220,000 tested, 0.18% active;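 active = activation above its plate's cutoff, the mean activation of test wells on that plate plus 3 SD, cut at about 19% in these data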;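 note: 0% = DMSO alone and 100% = 87 µM carbachol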
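Material – zebrafish TRPN1-YFP in HEK293 cells · Doses – 3 µM single point · Schedule – dye 1 h 37 °C plus 30 min RT · Signal – Fluo-8 calcium fluorescence, excitation 470-495 nm, emission 515-575 nm · Read-out – % activation versus carbachol response · Control set – carbachol high, DMSO low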
PPC-1+TRAIL kill: kills PPC-1 cancer cells in the presence of TRAIL. PPC-1 cells + TRAIL, ATPLite viability luminescence. cell killing (% activity), % at 4 µM. 220,000 tested, 0.41% active. AID 1443;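 active = cell killing above 50% in the first pass at 4 µM, then a duplicate retest at 5 µM averaging 50% or more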;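 note: plate controls were cells with TRAIL plus DMSO for no effect and medium-only wells lacking cells for full effect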
CHOP inhibitor: inhibitors of CHOP induction in ER stress response | 220,000 tested, 3.8% active | inhibition, % at 10 µM | CHO-K1 CHOP-promoter luciferase, tunicamycin-induced, 15-18 h;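 active = compounds that reduced the stress-induced luciferase reporter signal by more than about 70% of percent inhibition, limit read from the data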;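 note: 0% = tunicamycin plus vehicle and 100% = wells without tunicamycin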
TRPML3 agonist: agonists of human TRPML3 channel. Q8TDD5. HEK293 TRPML3-YFP, Fluo-8 calcium fluorescence; 100% = the carbachol control signal. activation, % at 3 µM. 220,000 tested, 0.29% active;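 active = activation above its plate's cutoff, the mean activation of the plate's test wells plus 3 SD, cut at about 12% in these data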;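 note: 0% = DMSO only wells and 100% = carbachol wells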
Target sequence (Q8TDD5 whole entry, looked up): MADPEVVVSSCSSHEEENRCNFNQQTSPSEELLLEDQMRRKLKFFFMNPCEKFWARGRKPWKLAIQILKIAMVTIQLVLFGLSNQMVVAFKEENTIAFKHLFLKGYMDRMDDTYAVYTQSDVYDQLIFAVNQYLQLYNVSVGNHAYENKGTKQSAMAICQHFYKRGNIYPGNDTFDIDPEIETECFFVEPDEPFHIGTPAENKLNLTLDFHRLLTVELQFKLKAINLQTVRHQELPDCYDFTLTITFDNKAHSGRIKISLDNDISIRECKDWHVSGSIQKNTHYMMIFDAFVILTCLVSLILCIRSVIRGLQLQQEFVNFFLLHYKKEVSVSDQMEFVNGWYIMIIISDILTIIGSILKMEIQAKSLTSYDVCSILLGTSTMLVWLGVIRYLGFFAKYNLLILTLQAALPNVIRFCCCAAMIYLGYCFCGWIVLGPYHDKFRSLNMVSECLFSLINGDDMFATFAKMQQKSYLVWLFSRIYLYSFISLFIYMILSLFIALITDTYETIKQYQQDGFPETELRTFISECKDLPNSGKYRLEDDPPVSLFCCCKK
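system = HEK293 cells stably carrying human TRPML3-YFP | doses = one concentration, 3 µM nominal, 0.3% DMSO | timing = dye loading 1 h 37 °C then 30 min ambient, 125 s read | detection = Fluo-8 calcium dye fluorescence, ex 470-495, em 515-575 nm | benchmarks = high control carbachol 87 µM, low control DMSO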
EP2 modulator: modulators of human EP2 prostaglandin E2 receptor. P43116. induction, % at 25 µM. EP2-expressing cells, cAMP HTRF FRET, PGE2 co-stimulation. 260,000 tested, 0.83% active. AID 940;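 active = compounds whose cAMP rise, as percent of the full-agonist control response, exceeds 60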;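 note: rat C6 glioma line stably carrying human EP2 under a CMV promoter; the protocol text gives 20 µM as final concentration; 100% = response of wells given 1 µM PGE2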
14-3-3 Bad inh: disrupts binding of bovine 14-3-3 zeta to phospho-Bad peptide; TR-FRET 14-3-3zeta/Dy647-pBad peptide displacement, 1 h; inhibition, % at 21.7 µM; 220,000 tested, 0.71% active;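 active = inhibition above about 70%, limit read from the data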;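 note: 0% = full 14-3-3 plus peptide FRET controls and 100% = background without 14-3-3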
Target sequence (P63103 whole entry, looked up): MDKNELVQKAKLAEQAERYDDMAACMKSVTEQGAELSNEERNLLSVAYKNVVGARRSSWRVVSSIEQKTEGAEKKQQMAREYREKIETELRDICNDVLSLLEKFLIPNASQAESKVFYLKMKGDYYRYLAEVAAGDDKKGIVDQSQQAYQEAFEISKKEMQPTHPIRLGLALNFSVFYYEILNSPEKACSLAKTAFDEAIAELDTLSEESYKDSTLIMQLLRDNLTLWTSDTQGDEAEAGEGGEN
NPY Y1 blocker: blocks the human neuropeptide Y Y1 receptor | 200,000 tested, 1% active | inhibition, % at 3.6 µM | HEK293-CNG Y1 cells, membrane potential fluorescence; NPY at EC95, then isoproterenol | AID 1040;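 active = inhibition above the campaign mean inhibition of all tested compounds plus 3 SD, cut at about 20% in these data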;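 note: 0% = DMSO wells given NPY plus isoproterenol and 100% = isoproterenol alone without NPY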
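Benchmarks – high control isoproterenol alone, low control NPY with isoproterenol · Material – HEK293 Y1/CNG channel cell line · Times – dye 3 h, compound 60 min room temperature, stimulation 45 min · Probe or stimulus – NPY (25 nM), isoproterenol (1 µM), Ro 20-1724 (25 µM) · Evaluation – % inhibition of NPY effect · Signal – fluorescence, membrane potential probe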
NPY1 pot ag: human NPY-Y1 potentiation or agonism, primary screen. 220,000 tested, 0.37% active. activation, % at 3.6 µM. NPY-Y1 expressing cells, potentiator/agonist activation. P25929. AID 1304; in the data active = activation above about 33%, passing the limit was not always enough;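 note: cells stimulated with NPY at EC10 then isoproterenol at EC100; 0% = low agonist plus stimulus and 100% = saturating agonist plus stimulus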
PGE2 EP2 inh: EP2 receptor (human) inhibition; C6 glioma cells expressing human EP2, cAMP TR-FRET; cells stimulated with saturating PGE2; inhibition, % at 25 µM; 260,000 tested, 0.52% active; AID 1422;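 active = percent inhibition above 40 after rounding to a whole number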;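 note: rat C6 glioma host cells with rolipram phosphodiesterase inhibitor present; the protocol text gives 20 µM as final concentration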
* marks the source's active call; other numbers are inactive results; nt = no result given; & = joins results of further samples; [ ] = dose if it differs, or a comment. Not all compounds are listed; count on the stated rates, not on these rows.

SMILES	zfTRPN1 agonist	PPC-1+TRAIL kill	CHOP inhibitor	TRPML3 agonist	EP2 modulator	14-3-3 Bad inh	NPY Y1 blocker	NPY1 pot ag	PGE2 EP2 inh
O=C1C=C(Nc2ccccc2C(=O)O)c2ccccc2C1=O	0.8	3	17	0.6	15	3	nt	0	3
CCS(=O)(=O)c1ccc2oc(SCC(=O)NC34CC5CC(CC(C5)C3)C4)nc2c1	-0.6	12	65	-0.3	4	1	3	-22	9
O=S(=O)(c1ccc(Cl)c(Cl)c1)N1CCc2nc3ccccc3n2CC1	-1.4	9	61	-0.4	-36	-6	5	-2	nt
CN1CCC(=NNC(=O)COc2ccc(Cl)cc2)CC1	0.6	-15	8	1.0	19	-4	2	7	7
CCSc1nc2ccccc2n1CC(=O)O	0.8	nt	8	0.5	12	-7	8	-11	4
O=C(COC(=O)C1CC1)NCc1ccccc1Cl	-0.8	-4	16	0.3	1	-6	-4	3	6
CCCn1c(SCC(=O)N(CC)CC)nnc1-c1ccncc1	0.3	3	17	-0.1	6&-14	6	1	29	8&2
O=C(CSc1nc(-c2ccco2)cc(C(F)(F)F)n1)Nc1cccnc1	2.2	10	29	0.6	-20&-33	-5	1	1	8&11
CCOc1c2ccc(C(=O)NCCCCc3ccccc3)cc2nn1C	1.3	9	-11	0.3	-40	15	9	-26	8
O=C(Cc1ncc(C(F)(F)F)cc1Cl)NCCc1ccccc1	-1.0	4	27	0.4	1	-17	5	2	4
CCn1c(CCNC(=O)c2ccc(OC)cc2)nnc1SCc1ccc(Cl)cc1Cl	-1.7	26	52	-0.4	3	-15	1	-15	8
C/C(=N\NC(=O)CSc1nc(C)cc(C)n1)c1cccc([N+](=O)[O-])c1	0.0	22	9	-0.2	4	13	5	-13	0
COc1ccc(-n2c(SCC(=O)NCCC(C)C)nc3ccsc3c2=O)cc1	-0.1	6	19	0.5	13	-4	9	36	6
Cc1ccc(-c2ccc(SCC(=O)Nc3nonc3C)nn2)cc1	-1.1	36	26	-0.7	6&4	9	-5	3	-1&6
O=C(CNC(=O)Cc1ccc(Cl)cc1)NCc1ccco1	-0.1	7	-3	0.8	4	15	-7	9	5
CC1CC(=S)Nc2ccccc2S1 (centres undefined)	0.0	-15	1	0.7	12	-7[fluorescence artefact?]	-4	-27	9
CC(=O)Nc1cc(-n2cnnn2)ccc1C	1.3	-10	3	0.5	17	-11	-3	-4	17
CCOc1c(Cl)cc(CNCC(C)C)cc1Cl	-1.0	nt	10	0.5	-18	51	3	-21	5
O=C(O)CC1=C(Nc2ccccc2)C(=O)N(c2ccccc2)C1c1ccc(Br)cc1 (centres undefined)	-0.9	7	48	0.6	12	-8	-1	13	8
CCOC(=O)C1CCCN(c2c(N3CCC(N4CCCCC4)CC3)c(=O)c2=O)C1 (centres undefined)	2.3	-9	5	0.8	-3	7	4	0	7
CCCCN=C1C([N+](=O)[O-])=CC=C2C1=NC1(CCCCC1)N2O	-1.0	25	2	0.9	31	-26	-3	13	6
CCOC(=O)c1cnc(SCC(=O)N2CCOCC2)nc1N	0.1	nt	-6	0.6	10	5	9	-17	5
CC(C)c1ccc(C(=O)NC(=S)NCc2cccnc2)cc1	1.0	18	14	-0.1	9	2	-1	16	6
Cc1ccc(Nc2cc(C)nc3ncnn23)c(Cl)c1	-0.4	15	51	0.1	31	9[fluorescence artefact?]	1	28	3
COC(=O)c1cccc(C23CC4(C2)[C@H](CN(Cc2ccc(-c5ccccc5)cc2)[C@@H]4c2ccccc2)C3c2ccc(Cl)nc2)c1 (some centres undefined)	nt	0	14	nt	-11	-3	nt	nt	13
Cc1cc(C)n2nc(C(=O)NC3CCCc4ccccc43)nc2n1 (centres undefined)	1.4	-4	7	0.9	18	-11	-2	-7	4
CCOc1cc(CC(=O)N[C@@H](CC(C)C)c2ccccc2N2CCCCC2)ccc1C(=O)O	-1.8	8	3	0.5	nt	3	-2	17	9
COc1ccc2c(c1)NC(=O)CC(c1ccccc1)=N2	0.1	-13	20	0.8	17	-2	0	-10	6
CC(C)=CCN1CCN(Cc2cccnc2)CC1CCO (centres undefined)	0.4	nt	-47	0.7	16	-8	2	9	7
Cc1cc(C)c2c(c1)-c1cc(C)nn1C(c1ccc3c(c1)OCO3)N2 (centres undefined)	-2.9	13	68	-1.4	64*	nt	1	10	6

Shown with two lines to a compound: entries from further up.
Values run as follows: zfTRPN1 agonist, PPC-1+TRAIL kill, CHOP inhibitor, TRPML3 agonist, EP2 modulator, 14-3-3 Bad inh, NPY Y1 blocker, NPY1 pot ag, PGE2 EP2 inh
- O=C1C=C(Nc2ccccc2C(=O)O)c2ccccc2C1=O
  0.8, 3, 17, 0.6, 15, 3, nt, 0, 3
- CCS(=O)(=O)c1ccc2oc(SCC(=O)NC34CC5CC(CC(C5)C3)C4)nc2c1
  -0.6, 12, 65, -0.3, 4, 1, 3, -22, 9
- O=S(=O)(c1ccc(Cl)c(Cl)c1)N1CCc2nc3ccccc3n2CC1
  -1.4, 9, 61, -0.4, -36, -6, 5, -2, nt
- CN1CCC(=NNC(=O)COc2ccc(Cl)cc2)CC1
  0.6, -15, 8, 1.0, 19, -4, 2, 7, 7
- CCSc1nc2ccccc2n1CC(=O)O
  0.8, nt, 8, 0.5, 12, -7, 8, -11, 4
- O=C(COC(=O)C1CC1)NCc1ccccc1Cl
  -0.8, -4, 16, 0.3, 1, -6, -4, 3, 6
- CCCn1c(SCC(=O)N(CC)CC)nnc1-c1ccncc1
  0.3, 3, 17, -0.1, 6&-14, 6, 1, 29, 8&2
- O=C(CSc1nc(-c2ccco2)cc(C(F)(F)F)n1)Nc1cccnc1
  2.2, 10, 29, 0.6, -20&-33, -5, 1, 1, 8&11
- CCOc1c2ccc(C(=O)NCCCCc3ccccc3)cc2nn1C
  1.3, 9, -11, 0.3, -40, 15, 9, -26, 8
- O=C(Cc1ncc(C(F)(F)F)cc1Cl)NCCc1ccccc1
  -1.0, 4, 27, 0.4, 1, -17, 5, 2, 4
- CCn1c(CCNC(=O)c2ccc(OC)cc2)nnc1SCc1ccc(Cl)cc1Cl
  -1.7, 26, 52, -0.4, 3, -15, 1, -15, 8

Complete entries, quoted from the list. Order of values: zfTRPN1 agonist	PPC-1+TRAIL kill	CHOP inhibitor	TRPML3 agonist	EP2 modulator	14-3-3 Bad inh	NPY Y1 blocker	NPY1 pot ag	PGE2 EP2 inh
Shown for CCSc1nc2ccccc2n1CC(=O)O → 0.8	nt	8	0.5	12	-7	8	-11	4
Shown for Cc1cc(C)c2c(c1)-c1cc(C)nn1C(c1ccc3c(c1)OCO3)N2 (centres undefined) → -2.9	13	68	-1.4	64*	nt	1	10	6

(next part)
SMILES	zfTRPN1 agonist	PPC-1+TRAIL kill	CHOP inhibitor	TRPML3 agonist	EP2 modulator	14-3-3 Bad inh	NPY Y1 blocker	NPY1 pot ag	PGE2 EP2 inh
O=C(CSc1ccc2nnc(-c3ccncc3)n2n1)Nc1ccc2c(c1)OCO2	1.2	-22	5	1.2	6	7	-1	-2	15
O=C(CN1CCCCCC1)Nc1cccc(Br)c1	-0.3	12	-2	-0.1	0	47[fluorescence artefact?]	6	8	23
O=C(CCNS(=O)(=O)c1c(Cl)cccc1Cl)OCC(=O)c1ccccc1F	0.1	11	8	0.9	-17	-6[fluorescence artefact?]	3	6	1
COC(=O)NC1(C(F)(F)F)C(=O)Nc2c1c(=O)n(C)c(=O)n2C (centres undefined)	2.6	8	8	1.0	14	0	2	14	8
NS(=O)(=O)c1ccc(NC(=O)COC(=O)c2ccc(Cl)cc2[N+](=O)[O-])cc1	1.3	5	6	0.2	-30	4	nt	14	6
O=C(CSc1nncc2ccccc12)Nc1cccc(C(=O)O)c1	0.7	-36	-3	0.6	-9	-4	nt	18	10
NCCCC[C@H]1CNC(=S)N1CC1CCCCC1	0.4	18	14	0.5	7	-2	-1	10	14
O=C(N/N=C/c1ccc(Br)o1)/C(=C/c1ccc([N+](=O)[O-])cc1)NC(=O)c1ccccc1	-1.0	2	-13	-0.8	8	3	-3	5	26
Cc1oc(-c2ccccc2)[n+]([O-])c1C	0.6	2	nt	0.4	nt	nt	-6	3	17
O=C(COC(=O)CCC(=O)c1cccs1)Nc1ccc(Cl)cn1	0.5	13	36	1.0	17	-2	8	0	5
Fc1ccc(Nc2ccnc(Nc3ccc(F)cc3)n2)cc1	7.0	2	20	2.5	-58	12	-5	26	4
CCC(=O)N1CCN(c2ccccc2NC(=O)Cc2ccc(Cl)cc2)CC1	-3.4	-2	-22	0.5	-7	5	9	-10	-3
CN(C)C(CNC(=O)c1cccc(S(=O)(=O)N(C)C)c1)c1ccccc1 (centres undefined)	1.4	9	5	0.5	23	1[fluorescence artefact?]	6	12	11
COc1cc(C=O)ccc1OCCCOc1ccc([N+](=O)[O-])cc1	0.6	21	39	0.0	-1	5	7	-16	4
Cc1ccc(OC(=O)c2cccc([N+](=O)[O-])c2)c(-n2nc3ccccc3n2)c1	0.5	0	28	0.3	44	17	3	15	1
CC(C)(C)C1CCC(=NNC(=O)C(=O)NCc2cccnc2)CC1 (centres undefined)	-1.9	16	-3	0.6	23	-2	3	13	4
O=C1OCC/C1=C\c1ccccc1	-0.7	2	-8	0.1	18	1[fluorescence artefact?]	4	5	2
CSc1nc(=S)n(Cc2ccccc2)c(C)c1C(C)=O	1.4	-14	23	0.4	3	-4[fluorescence artefact?]	-1	15	3
CCS(=O)(=O)N1CCC(C(=O)NCc2ccccn2)CC1	0.0	14	21	0.7	3	-14	-3	0	7
CC(=O)c1ccc(Sc2ccccn2)c([N+](=O)[O-])c1	1.7	3	8	-0.2	-22	3	nt	-18	7
O=C(NC1CCCC1)C(c1ccsc1)N(CCc1ccccc1)C(=O)Cc1cccs1 (centres undefined)	-0.8	-9	30	0.3	26	6	8	4	4
